From PubChem BioAssay
FBW7 act = human FBW7 E3 ligase activation, primary screen. Q969H0. AlphaScreen FBW7–phospho-cyclin E peptide binding, activator screen. normalized activity (activation), % at 26.1 µM. 650,000 compounds, 0.13% hits. AID 1259310; in the data active = normalized activity above about 1.9%;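 also: purified mutant Fbw7 with reduced substrate affinity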
TEAD-YAP block = TEAD-YAP interaction inhibition; HEK-TIYL cells, TEAD-Gal4/YAP UAS-luciferase luminescence; inhibition, % at 9.12 µM; 640,000 compounds, 1.4% hits; AID 1259422; in the data active = inhibition above about 32%;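 also: 0% = median of test compound wells and 100% = reference inhibitor wells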
MITF inh = human MITF inhibition, primary screen; 650,000 compounds, 0.91% hits; inhibition, % at 2.6 µM; AID 1259374; O75030; AlphaScreen MITF homodimerization, bead proximity signal; in the data active = inhibition above about 50%;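 also: 0% = vehicle wells with protein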
Target sequence (O75030 whole entry, looked up): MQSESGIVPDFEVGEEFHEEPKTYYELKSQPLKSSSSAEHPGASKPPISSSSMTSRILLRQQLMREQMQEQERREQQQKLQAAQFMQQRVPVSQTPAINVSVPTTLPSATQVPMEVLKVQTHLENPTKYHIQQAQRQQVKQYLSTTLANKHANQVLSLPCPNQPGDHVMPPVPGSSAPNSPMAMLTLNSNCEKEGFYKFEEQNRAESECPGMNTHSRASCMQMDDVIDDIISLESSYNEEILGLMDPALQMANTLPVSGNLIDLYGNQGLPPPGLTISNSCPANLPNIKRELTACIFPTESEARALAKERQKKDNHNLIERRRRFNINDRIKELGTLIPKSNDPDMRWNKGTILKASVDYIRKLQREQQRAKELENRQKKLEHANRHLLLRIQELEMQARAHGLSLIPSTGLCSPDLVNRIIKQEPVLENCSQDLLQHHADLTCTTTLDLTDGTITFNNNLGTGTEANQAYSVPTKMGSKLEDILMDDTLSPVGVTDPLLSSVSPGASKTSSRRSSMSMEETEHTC
GPR151 activ = human GPR151 activation; Q8TDV0; PathHunter beta-arrestin GPR151 cells, luminescence; activation, % at 11.2 µM; 650,000 compounds, 1% hits; in the data active = activation above about 4.9%;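 also: 0% = median of compound wells and 100% = cells with positive control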
Target sequence (Q8TDV0 whole entry, looked up): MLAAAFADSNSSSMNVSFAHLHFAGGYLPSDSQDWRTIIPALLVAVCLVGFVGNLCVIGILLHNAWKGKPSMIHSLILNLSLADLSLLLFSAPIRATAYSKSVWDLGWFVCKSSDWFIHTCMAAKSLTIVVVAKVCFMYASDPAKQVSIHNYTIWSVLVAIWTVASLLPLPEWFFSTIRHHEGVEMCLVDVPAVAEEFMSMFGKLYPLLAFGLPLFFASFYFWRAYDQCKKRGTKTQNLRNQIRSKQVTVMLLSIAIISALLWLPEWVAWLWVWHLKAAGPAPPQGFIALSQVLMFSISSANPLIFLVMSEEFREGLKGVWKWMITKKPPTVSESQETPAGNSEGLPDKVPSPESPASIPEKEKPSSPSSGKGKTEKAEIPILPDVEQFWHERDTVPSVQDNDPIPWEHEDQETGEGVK
An asterisk follows results filed as active; · = no result given.

#1 CCOC(=O)c1ccc2c(c1)[C@@H]1C=CC[C@@H]1[C@H](c1ccc(OC3CSC3)cc1)N2
#2 O=C1N=C(N2CCN(c3ccc([N+](=O)[O-])cc3)CC2)S/C1=C/c1ccccc1
#3 CC(C)(C)c1ccc(C(=O)Nc2ccc(S(=O)(=O)Nc3ncccn3)cc2)cc1
#4 CCC(=O)Nc1nc(-c2ccc(I)cc2)cs1
#5 CC1(C)C(=O)NCCN1C(=O)CCl
#6 CS(=O)(=O)Nc1ccccc1C(=O)Nc1ccccc1-c1ccccc1
#7 O=C1c2ccccc2C2(O)Nc3[nH]c(=O)[nH]c(=O)c3C12O (stereo unspecified)
#8 COCCCNC(=O)c1ccc(Sc2ccc(F)cc2)c([N+](=O)[O-])c1
assay / entry,1,2,3,4,5,6,7,8
FBW7 act,0.2,-0.1,-0.1,-0.1,0.0,0.1,-0.8,-0.1
TEAD-YAP block,-2,-3,-6,-58,9,-6,3,2
GPR151 activ,0.0,-0.7,-0.2,0.4,0.0,-0.4,1.9,1.8
MITF inh,17,9,-3,7,7,-9,-1,2

#9 O=c1/c(=C\c2ccc(-c3ccccc3F)o2)sc2nc3ccccc3n12
#10 CCc1ccccc1NC(=O)/C=C/c1ccccc1[N+](=O)[O-]
#11 CC1CCN(CCCNC(=O)CN2CCN(Cc3ccc(Cl)cc3)C2=O)CC1
#12 COC(=O)c1ccc2c(=O)n(CC3CCCO3)c(SCC(=O)Nc3ccc(C)cc3)nc2c1 (stereo unspecified)
#13 CCOc1ccccc1/C=C(\C#N)c1nc(-c2ccc(C)cc2)cs1
#14 Cc1ccc(NC(=O)CN(c2ccc(Br)c(C)c2)S(C)(=O)=O)cc1Cl
#15 O=c1/c(=C/c2cc(Br)cc(I)c2O)sc2nc3ccccc3n12
#16 CCc1nc2ccccc2n1CC(=O)N1CCCC(c2nc(-c3cccnc3)n[nH]2)C1 (stereo unspecified)
assay / entry,9,10,11,12,13,14,15,16
FBW7 act,0.1,-0.1,0.0,0.0,-0.1,-0.3,-0.2,0.0
TEAD-YAP block,7,-14,5,4,8,-5,-10,3
GPR151 activ,-0.7,1.4,-1.3,1.8,1.0,0.2,-1.0,0.2
MITF inh,14,3,-10,0,1,2,7,14

#17 COc1cc(/C=N\NC(=O)Cc2nnc(NC(=O)c3ccccc3)s2)ccc1O
#18 CC(=O)c1ccc(N2CCN(C(=O)CCCCCn3c(=S)[nH]c4ccc(Br)cc4c3=O)CC2)cc1
#19 Cn1cnnc1SCC(=O)N1c2ccccc2Sc2ccc(C(F)(F)F)cc21
#20 C=CCn1c(N)c(C#N)c2nc3ccccc3nc21
#21 COc1ccc(/C(C)=N/Nc2nnc3c(n2)[nH]c2ccccc23)cc1OC
#22 CCOC(=O)c1sc(NS(=O)(=O)c2cc(Cl)ccc2Cl)nc1C
#23 CCOc1ccc(NC(=O)c2c(NCc3ccc(OC)c(OC)c3OC)sc3c2CCCCC3)cc1
#24 CCN(CC)c1nc(NCCO)nc(N2CCN(Cc3ccc4c(c3)OCO4)CC2)n1
assay / entry,17,18,19,20,21,22,23,24
FBW7 act,0.1,-0.1,-0.1,-0.1,-0.1,-0.1,0.0,-0.1
TEAD-YAP block,-2,-12,6,14,-15,-1,4,10
GPR151 activ,1.0,-0.2,0.8,0.7,-1.0,1.2,0.6,0.7
MITF inh,3,-2,7,16,-3,-6,5,7

Exported with two lines to a compound: 18 of the compounds above.
Every second line gives: FBW7 act | TEAD-YAP block | GPR151 activ | MITF inh
(4) CCC(=O)Nc1nc(-c2ccc(I)cc2)cs1
  -0.1 | -58 | 0.4 | 7
(5) CC1(C)C(=O)NCCN1C(=O)CCl
  0.0 | 9 | 0.0 | 7
(6) CS(=O)(=O)Nc1ccccc1C(=O)Nc1ccccc1-c1ccccc1
  0.1 | -6 | -0.4 | -9
(7) O=C1c2ccccc2C2(O)Nc3[nH]c(=O)[nH]c(=O)c3C12O (stereo unspecified)
  -0.8 | 3 | 1.9 | -1
(8) COCCCNC(=O)c1ccc(Sc2ccc(F)cc2)c([N+](=O)[O-])c1
  -0.1 | 2 | 1.8 | 2
(9) O=c1/c(=C\c2ccc(-c3ccccc3F)o2)sc2nc3ccccc3n12
  0.1 | 7 | -0.7 | 14
(10) CCc1ccccc1NC(=O)/C=C/c1ccccc1[N+](=O)[O-]
  -0.1 | -14 | 1.4 | 3
(11) CC1CCN(CCCNC(=O)CN2CCN(Cc3ccc(Cl)cc3)C2=O)CC1
  0.0 | 5 | -1.3 | -10
(12) COC(=O)c1ccc2c(=O)n(CC3CCCO3)c(SCC(=O)Nc3ccc(C)cc3)nc2c1 (stereo unspecified)
  0.0 | 4 | 1.8 | 0
(13) CCOc1ccccc1/C=C(\C#N)c1nc(-c2ccc(C)cc2)cs1
  -0.1 | 8 | 1.0 | 1
(14) Cc1ccc(NC(=O)CN(c2ccc(Br)c(C)c2)S(C)(=O)=O)cc1Cl
  -0.3 | -5 | 0.2 | 2
(15) O=c1/c(=C/c2cc(Br)cc(I)c2O)sc2nc3ccccc3n12
  -0.2 | -10 | -1.0 | 7
(16) CCc1nc2ccccc2n1CC(=O)N1CCCC(c2nc(-c3cccnc3)n[nH]2)C1 (stereo unspecified)
  0.0 | 3 | 0.2 | 14
(17) COc1cc(/C=N\NC(=O)Cc2nnc(NC(=O)c3ccccc3)s2)ccc1O
  0.1 | -2 | 1.0 | 3
(18) CC(=O)c1ccc(N2CCN(C(=O)CCCCCn3c(=S)[nH]c4ccc(Br)cc4c3=O)CC2)cc1
  -0.1 | -12 | -0.2 | -2
(19) Cn1cnnc1SCC(=O)N1c2ccccc2Sc2ccc(C(F)(F)F)cc21
  -0.1 | 6 | 0.8 | 7
(20) C=CCn1c(N)c(C#N)c2nc3ccccc3nc21
  -0.1 | 14 | 0.7 | 16
(21) COc1ccc(/C(C)=N/Nc2nnc3c(n2)[nH]c2ccccc23)cc1OC
  -0.1 | -15 | -1.0 | -3

(more compounds)
#25 Cc1cc(CNC(=O)Nc2ccc3c(c2)OCO3)nn1C
#26 Cc1nc2cc(-c3ccccc3)nn2c(C)c1CCC(=O)NCc1cccnc1
#27 CN(Cc1ccccc1)C(=O)CC(=O)Nc1ccc2nc3n(c(=O)c2c1)CCCCC3
#28 O=C(CSc1nccc(=O)[nH]1)Nc1ccc(C(=O)NC2CCCCC2)cc1
#29 COc1ccc(N(C(C)C(=O)NCc2ccc(C)cc2)S(C)(=O)=O)cc1 (stereo unspecified)
#30 O=c1cc(-c2ccc(O)cc2)oc2cc(O[C@@H]3O[C@H](CO)[C@@H](O)[C@H](O)[C@H]3O)c([C@@H]3O[C@H](CO)[C@@H](O)[C@H](O)[C@H]3O)c(O)c12
#31 CCCCNC(=O)C1(c2ccc(OC)cc2)CCOCC1
#32 CC1=C(C(=O)Nc2ccccn2)C(c2cccnc2)C2=C(CCCC2=O)N1 (stereo unspecified)
assay / entry,25,26,27,28,29,30,31,32
FBW7 act,0.0,-0.1,0.0,0.3,-0.1,-0.1,0.2,0.0
TEAD-YAP block,-32,-4,2,-4,-4,0,1,-7
GPR151 activ,1.0,0.1,-0.5,-0.7,-0.4,1.6,7.1*,1.6
MITF inh,-14,-4,-8,6,-18,-4,15,-8

#33 CCCc1nc2ccccc2n1CC(O)COc1c(C)cc(C)cc1C (stereo unspecified)
#34 N#CCOC(=O)c1ccccc1C(=O)c1ccc(Cl)cc1
#35 CCOC(=O)N1CCN(C(=O)CSc2ccc(-c3ccccn3)nn2)CC1
#36 O=C1c2ccccc2C(=O)N1c1nc(-c2ccccc2)cs1
#37 O=C(/C=C/c1ccccc1)N1CCN(c2cc(-n3ccnc3)ncn2)CC1
#38 N#Cc1c(-c2ccc(Cl)cc2)cc(-c2cccs2)nc1SCC(=O)c1cccs1
#39 O=C(NCCc1nnc2n1CCN(Cc1cccc(C(F)(F)F)c1)CC2)C1CCCCC1
#40 COc1ccc(C(=O)NCCC2=CCCCC2)cc1[N+](=O)[O-]
assay / entry,33,34,35,36,37,38,39,40
FBW7 act,0.2,0.5,-1.8,0.0,0.0,0.0,-0.1,0.1
TEAD-YAP block,-4,-4,9,2,-8,-11,-2,-15
GPR151 activ,0.0,0.1,-0.8,0.2,0.7,-1.5,0.5,-0.1
MITF inh,-1,17,31,1,2,-1,-6,-1

#41 CN1CCN(c2nc3c(c(=O)[nH]c(=O)n3C)n2CC(=O)c2ccc(Br)cc2)CC1
#42 N#Cc1ccc(NC(=O)c2nc3ncccn3n2)cc1
#43 COc1ccccc1C(=O)CC1(O)C(=O)N(CC(N)=O)c2ccccc21 (stereo unspecified)
#44 C/C(=C\c1ccccc1)CN1CCc2nncn2CC1
#45 CCOc1ccc(CN2CCN(c3ncccn3)CC2)cc1
#46 COc1cc(C2CC(=O)NC(SC)=C2C#N)ccc1O (stereo unspecified)
#47 Cc1c(NC(=O)c2oc(=O)c3ccccc3c2-c2ccccc2)cccc1-c1nc2ncccc2o1
#48 CC(=O)N(C1=C(N(C)C)C(=O)c2ccccc2C1=O)c1ccc(F)c(F)c1
assay / entry,41,42,43,44,45,46,47,48
FBW7 act,0.0,-0.1,-0.1,0.0,0.0,0.3,0.0,0.2
TEAD-YAP block,4,1,-4,-9,7,6,-7,99*
GPR151 activ,0.7,1.1,0.5,0.0,-0.1,0.5,0.8,-6.1
MITF inh,0,1,-4,-5,49,6,-3,17

#49 O=C1/C(=C/c2ccc(Cl)cc2)C=C(c2ccccc2)N1c1ccccc1
#50 COc1cc(Nc2cc(N3CCc4ccccc4C3)ncn2)cc(OC)c1OC
#51 CCOc1ccc(NC(=O)CCNS(=O)(=O)c2cccc3nonc23)cc1
#52 CCS(=O)(=O)c1nn2c(N)c(/C=C3\C=CC(=O)C(OC)=C3)c(=O)nc2s1
#53 CN1C(=O)/C(=C/c2ccco2)N(C)C1=S
#54 Cn1c(SCC(=O)Nc2nccs2)nc2ccccc21
#55 Cc1cccn2c(=O)c3cc(C(=O)N4CCN(Cc5ccccc5)CC4)n(C)c3nc12
#56 COc1ccc2nc(N3CCCC(C(=O)NCCCN4CCOCC4)C3)sc2c1 (stereo unspecified)
assay / entry,49,50,51,52,53,54,55,56
FBW7 act,0.1,-0.1,-0.1,0.1,0.1,0.8,0.0,0.4
TEAD-YAP block,-51,3,-7,3,-3,17,-3,-9
GPR151 activ,-0.4,0.3,-0.3,0.6,-0.8,-0.8,0.2,-1.8
MITF inh,-7,17,-19,9,15,11,6,9

#57 CNC(=O)c1ccccc1Nc1cc(Nc2ccc(N3CCOCC3)cc2OC)ncc1F
#58 Cc1ccccc1NC(=O)/C(C#N)=C(\Nc1ccccc1)SCc1ccc(Cl)cc1
#59 C=CCN1c2ccccc2[C@]23CCC(=O)N(CC(C)C)C2=NC(C(=O)OC)=C(C(=O)OC)[C@H]13
#60 O=C(Nc1ccc(F)c(Cl)c1)C(=S)NCc1ccco1
#61 Nc1ccc(C2CC(=O)NC(=O)N2)cc1 (stereo unspecified)
#62 CCOc1ccccc1C1NC(=O)NC(C)=C1C(=O)OCCOc1ccccc1 (stereo unspecified)
#63 COc1cccc(C(=O)NC(=S)Nc2cc(C(=O)O)ccc2OC)c1
#64 Cc1ccc(C2OC3(C(=O)c4ccccc4C3=O)C3C(=O)N(c4ccc(Br)cc4)C(=O)C23)cc1 (stereo unspecified)
assay / entry,57,58,59,60,61,62,63,64
FBW7 act,-0.1,-0.1,0.3,0.0,0.0,0.5,-0.1,-0.1
TEAD-YAP block,6,15,·,-28,-3,7,6,0
GPR151 activ,1.0,0.1,-2.1,1.8,-1.1,-0.4,0.1,-1.1
MITF inh,5,5,-22,16,3,9,9,-11

#65 O=C(Cc1ccc(F)cc1)N1CCn2c(CO)nnc2C1
#66 CCN(CC)C(=O)/C(C#N)=C/c1ccc(-c2ccc(C)cc2)o1
#67 COCCNC(=O)[C@@H]1C[C@@H](NCc2cccc(F)c2)CN1Cc1ccc(Cl)cc1
#68 COc1ccc(-c2noc(CN(C(=O)C(Cl)(Cl)Cl)C(C)C)n2)cc1
#69 CCN(CC)C(=O)C1CCCN(c2nc(NC3CC3)c3ncn(Cc4ccc(C(F)(F)F)cc4)c3n2)C1 (stereo unspecified)
#70 O=C(N/N=C/c1cccc(Cl)c1)c1ccccc1O
#71 COc1cccc(CN2CCC(c3nc4ccccc4[nH]3)CC2)c1
#72 Cc1ccc(-n2ncc3c(NCCc4ccc(Cl)cc4)ncnc32)c(C)c1
assay / entry,65,66,67,68,69,70,71,72
FBW7 act,-0.2,0.8,0.0,0.0,-0.1,0.2,-0.2,-0.1
TEAD-YAP block,7,-61,2,-1,-2,-38,5,12
GPR151 activ,-1.0,1.6,0.0,-0.7,2.2,-1.4,2.9,1.6
MITF inh,-6,15,7,12,2,8,-8,0

#73 CC(=O)Nc1ccc(SCC(=O)N(C)Cc2ccccc2C)cc1
#74 COc1ccc(CCNC(=O)c2cccc(Nc3ccc4ncccc4c3)n2)cc1
#75 C(=C\c1nc2ccccc2[nH]1)/c1nc2ccccc2[nH]1
#76 C=CCN1C(=O)/C(=C\c2ccc(F)cc2)C(C(=O)OC)=C1C
assay / entry,73,74,75,76
FBW7 act,0.1,0.2,-0.1,0.0
TEAD-YAP block,2,10,-4,4
GPR151 activ,1.4,1.1,-0.3,-0.3
MITF inh,-15,12,-8,6
